High-throughput results as filed in PubChem BioAssay.
E coli growth: E. coli V3065 growth inhibition, primary screen, counter-screen for AddAB inhibitor project, absorbance, OD600 | 18 h | inhibition, % at 11.9 µM | hit rate 0.27% among 330,000 | AID 449728, 2010;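 active means inhibition above the campaign's mean inhibition across all tested compounds plus 3 SD, cut at about 9.9% in these data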;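 further: uninfected addAB+ strain grown without phage in ampicillin broth; 0% = DMSO wells and 100% = ciprofloxacin 0.95 µg/ml wells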
HTR5A inv ctr: HTR5A inverse agonists in luminescence cell assay, primary screen, counter-screen for OPRM1-OPRD1 heterodimer inverse agonist project, full-deck HTS; HTR5A cell line, inverse agonism; hit rate 0.083% among 340,000; inhibition, % at 9.3 µM; 5-hydroxytryptamine receptor 5A (Homo sapiens), P47898; in the data active means inhibition mostly above about 23%, no sharp cut-off; inactive means mostly below about 18%;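 further: 0% = cells with DMSO and 100% = no-cell wells with DMSO; some compounds called inactive have numbers as strong as hits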
CDK5 inh: inhibitors of human CDK5/p35 kinase, primary screen, biochemical, single concentration; Cyclin-dependent kinase 5 (Homo sapiens) + Cyclin-dependent kinase 5 activator 1 (Homo …; Recombinant CDK5/p35, ADP-Glo luminescence, 60 min; inhibition, % at 10 µM; hit rate 0.01% among 330,000;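 active means highest replicate inhibition of at least 50% and at least 75% of replicates reaching 50%; inconclusive means only one of the two criteria met; inactive means both criteria failed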;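 further: plate controls were DMSO neutral control for no effect and GW8510 at 10 µM for full effect; many of its hits are not listed in these tables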
PKA-R2B act: activators of PKA-R2B holoenzyme, primary screen, biochemical, fluorescence polarization, Cy5-IP20, human. activation, % at 11.4 µM. hit rate 0.079% among 340,000. cAMP-dependent protein kinase catalytic subunit beta (Homo sapiens) + cAMP-dependent …. PKA-R2B holoenzyme dissociation; R2B truncated from residue 108, S112A mutant; 0% DMSO only, 100% 113 µM cGMP;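 active means activation above a cutoff set at the mean over all compounds plus 3 SD, cut at about 18% in these data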;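 further: higher means more holoenzyme dissociation and a rise in polarization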
Target sequence (P31323 whole entry, looked up, other chains not shown, the tested form may be a part): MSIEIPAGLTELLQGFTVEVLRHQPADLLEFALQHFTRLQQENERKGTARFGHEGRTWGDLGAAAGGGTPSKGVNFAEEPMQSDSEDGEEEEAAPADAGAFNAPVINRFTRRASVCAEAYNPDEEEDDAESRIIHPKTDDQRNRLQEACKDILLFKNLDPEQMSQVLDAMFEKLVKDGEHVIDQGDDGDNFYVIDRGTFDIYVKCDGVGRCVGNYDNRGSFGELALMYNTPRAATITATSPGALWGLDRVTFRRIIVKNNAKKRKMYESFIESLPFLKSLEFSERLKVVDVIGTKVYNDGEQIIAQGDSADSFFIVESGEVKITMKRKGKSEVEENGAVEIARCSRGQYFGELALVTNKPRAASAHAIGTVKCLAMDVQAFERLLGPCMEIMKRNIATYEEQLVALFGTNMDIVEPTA
HTR5A ag: HTR5A agonists in luminescence cell assay, primary screen, counter-screen for OPRM1-OPRD1 heterodimer agonist project, full-deck HTS; 5-hydroxytryptamine receptor 5A (Homo sapiens), P47898; cell-based; activation, % at 9.3 µM; hit rate 0.61% among 340,000; in the data active means activation mostly above about 9.5%, no sharp cut-off; inactive means mostly below about 7.6%;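 further: 0% = cells with vehicle only and 100% = reference agonist; strong numbers were not always called active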
DAGLB inhibitor: DAGLB lipase inhibitors, primary screen, biochemical, fluorescence, HTS; AID 504411, 2011; inhibition, % at 5.17 µM; Diacylglycerol lipase-beta (Homo sapiens), Q8NCG7; HEK293T DAGLB membrane lysate, EnzChek fluorogenic substrate; hit rate 0.059% among 340,000; in the data active means inhibition above about 34%;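 further: 0% = enzyme with vehicle and 100% = wells lacking enzyme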
Target sequence (Q8NCG7 whole entry, looked up): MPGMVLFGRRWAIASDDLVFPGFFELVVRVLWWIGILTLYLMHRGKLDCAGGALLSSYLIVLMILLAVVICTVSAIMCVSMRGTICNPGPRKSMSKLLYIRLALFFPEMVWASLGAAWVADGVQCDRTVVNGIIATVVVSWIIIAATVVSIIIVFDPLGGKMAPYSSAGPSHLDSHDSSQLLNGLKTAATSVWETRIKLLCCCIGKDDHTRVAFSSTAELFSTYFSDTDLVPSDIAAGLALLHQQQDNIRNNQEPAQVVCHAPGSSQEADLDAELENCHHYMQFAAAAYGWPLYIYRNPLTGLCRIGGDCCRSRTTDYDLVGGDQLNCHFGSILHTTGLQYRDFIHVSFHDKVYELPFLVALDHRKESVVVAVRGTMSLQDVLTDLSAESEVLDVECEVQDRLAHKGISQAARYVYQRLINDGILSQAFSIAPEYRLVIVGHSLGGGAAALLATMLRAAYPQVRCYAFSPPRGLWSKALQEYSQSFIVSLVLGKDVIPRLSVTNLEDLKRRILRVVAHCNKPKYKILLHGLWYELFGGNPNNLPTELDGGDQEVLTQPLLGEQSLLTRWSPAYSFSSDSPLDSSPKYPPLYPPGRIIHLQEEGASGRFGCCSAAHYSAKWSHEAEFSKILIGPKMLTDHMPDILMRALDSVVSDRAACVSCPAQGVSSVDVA
phage Ecoli inh: growth loss of phage-infected E. coli, primary screen, RecBCD inhibitor project, absorbance, with phage, HTS | inhibition, % at 11.9 µM | hit rate 0.26% among 360,000; in the data active means inhibition above about 11%
SUMO Mot1 rescue: yeast Mot1-301 growth rescue at high temperature, primary screen, SUMOylation pathway inhibitor project, S. cerevisiae, ATP luminescence, 38.5C; growth rescue, % at 18.8 µM; S. cerevisiae Mot1-301 growth rescue; percent above DMSO median, 100 means doubled; hit rate 1% among 320,000;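 active means every valid replicate shows activation above 250% relative to neutral control wells; inactive means the rest, any valid replicate at or below 250%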;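 further: OY570 slx delta 5 strain wells were the positive control but not used for scaling; some compounds called inactive have numbers as strong as hits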
PKA-R1A activ: activators of PKA-R1A holoenzyme, primary screen, biochemical, fluorescence polarization, Cy5-IP20, bovine R1A, mouse PKAc; cAMP-dependent protein kinase type I-alpha regulatory subunit (Bos taurus) + …; PKA-R1A dissociation; scaled: DMSO 0%, 113 µM cGMP 100%; activation, % at 11.4 µM; hit rate 0.083% among 340,000; AID 504707, 2011;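 active means percent activation above the mean of all tested compounds plus 3 SD, cut at about 19% in these data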;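 further: higher means more PKAc released from R1A so a rise in polarization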
Tat transport: E. coli Tat export inhibitors, primary screen, MC4100, TorA-mCherry reporter, fluorescence, single point; inhibition, % at 10 µM; hit rate 0.036% among 340,000; AID 488895, 2010;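 active means mean replicate inhibition at least 50% and at least half of replicates individually reaching 50%; inconclusive means only one of the two criteria met; inactive means neither criterion met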;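 further: exported cargo escapes ClpAP degradation while cytoplasmic cargo is degraded and loses fluorescence; 0% = median of neutral control wells and 100% = median of NaSCN control wells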
AddAB inh: growth inhibition of E. coli expressing H. pylori AddAB, primary screen, AddAB inhibitor project, absorbance; inhibition, % at 11.9 µM; hit rate 0.29% among 330,000; in the data active means inhibition above about 12%;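 further: 0% = vehicle wells of infected cells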
* = called active by the depositor; ? = inconclusive; · = not tested or not shown. Compounds were not picked by outcome; 2.3% or so of the library scored in one or more.

No.	SMILES	E coli growth	HTR5A inv ctr	CDK5 inh	PKA-R2B act	HTR5A ag	DAGLB inhibitor
1	COc1ccc(C2CC3(O)CC(C#N)(C(=O)N3)C2(C#N)C#N)cc1 (stereo not drawn)	-1.8	-1	2.5	-7	3	2
2	COc1ccccc1OCCOc1ccccc1/C=N/n1cnnc1	-2.7	-8	-1.8	2	2	-4
3	CCN(CCCNC(=O)CCCCn1c(=O)[nH]c2ccccc2c1=O)c1ccccc1	-1.6	-8	-1.1	-5	-6	4
4	Cc1ccc(Cl)cc1NC(=O)COC(=O)CC1CC2CCC1C2 (stereo not drawn)	-2.4	17	1.6	9	1	-7
5	N#C/C(C(=O)N1CCCCC1)=C1\Nc2ccccc2S1	-3.0	6	-0.3	-9	1	0
6	C=CCN(c1ccc(F)cc1)S(=O)(=O)c1cc(C(=O)OCC(=O)N(C)C2CCS(=O)(=O)C2)ccc1Cl (stereo not drawn)	-2.0	-21	1.6	-15	7	4
7	O=S(=O)(Nc1ccncc1Cl)c1ccc2ccccc2c1	0.8	-1	-4.8	-3	1	3
8	Cc1ccc(C)c(SCC(=O)Nc2cccc(S(=O)(=O)NC3=NCCCCC3)c2)c1	1.5	1	-0.8	8	2	-1
9	COc1ccc(NC(=O)c2ccc(NS(=O)(=O)c3cccc4cccnc34)cc2)cc1	-1.3	-10	-0.8	17	3	-1
10	COc1ccccc1-n1c(CNC(=O)c2ccco2)nnc1SCC(=O)Nc1ccc(F)cc1	-1.6	-24	1.2	-4	3	-3
11	COc1cccc(/C=C/C(=O)OCC(=O)c2c[nH]c3ccccc23)c1OC	-0.3	-25	2.0	-2	-1	-6
12	CC(C)(C)NS(=O)(=O)c1ccc(CCC(=O)Nc2cc(Cl)ccc2Oc2ccccc2)cc1	-2.4	11	-1.4	-11	2	-7
13	CCOc1ccc(NC(=O)c2cc(SC)ccc2Cl)cc1	0.7	13	0.0	1	0	-4
14	Clc1ccccc1-c1nc(-c2ccccc2)n[nH]1	1.4	8	1.2	-12	2	-1
15	COC(=O)c1ccc2c(=O)n(CCCN3CCCC3=O)c(=S)[nH]c2c1	1.7	17	-1.4	-12	-7	0

No.	phage Ecoli inh	SUMO Mot1 rescue	PKA-R1A activ	Tat transport	AddAB inh
1	1.5	-9	3	-6	-0.1
2	3.0	-3	0	18	0.8
3	0.6	477	-11	3	-0.8
4	2.2	5	-10	6	0.8
5	-0.6	1	-11	0	-1.3
6	-0.6	8	-1	-5	1.2
7	1.2	-11	7	-8	2.6
8	4.4	15	0	?	-0.5
9	2.9	3	-12	10	-1.6
10	0.3	-1	-4	-2	0.2
11	3.2	-6	-5	-15	4.9
12	-1.1	8	-16	4	0.4
13	-0.7	11	-8	-4	2.6
14	4.0	-23	-14	3	3.1
15	1.4	6	-1	8	0.6

More compounds:
No.	SMILES	E coli growth	HTR5A inv ctr	CDK5 inh	PKA-R2B act	HTR5A ag	DAGLB inhibitor
16	CC(OC(=O)CNS(=O)(=O)c1ccc(C#N)cc1)C(=O)Nc1ccc(Cl)cn1 (stereo not drawn)	1.4	2	1.6	-2	11*	1
17	CN(C)S(=O)(=O)c1ccc(C(=O)N2CCN(S(=O)(=O)c3ccc4c(c3)OCCO4)CC2)cc1	·	-9	-1.8	-2	8	-4
18	O=C(CNc1cccc(C(F)(F)F)c1)N/N=C/c1cn(-c2ccccc2)nc1-c1ccccc1	-0.8	15	0.9	-19	0	-2
19	Clc1ccccc1Cc1noc(CN2CCN3CCCC3C2)n1 (stereo not drawn)	-0.4	-7	-1.5	-5	2	1
20	COc1ccc(CCN2CC(C(=O)N(C)CCOc3ccccc3)CCC2=O)cc1 (stereo not drawn)	1.3	-7	0.0	-6	4	-1
21	C#CCOCCOCCOCCNc1nc(N2CCN(C(=O)CCCCCCCCCCNC(=O)[C@@H](CCC(=O)O)n3cc(CCCCCN)nn3)CC2)nc(N2CCN(C(=O)CCCCCCCCCCNC(=O)[C@@H](CCC(=O)O)n3cc(CCCCCN)nn3)CC2)n1	-0.4	17	-0.1	0	-3	1
22	CC(=O)Nc1ccc(N2CCCCC2)c(C(=O)Nc2cccc(C)c2)c1	-2.0	3	-0.1	-16	-1	1
23	Cc1ccc(-n2c(P(C)(=O)O)nc3ccccc32)cc1	1.8	-9	1.2	4	1	1
24	CN(CC(=O)Nc1cccc(F)c1)C(=O)CCCN1C(=O)c2cccc3cccc(c23)C1=O	1.0	-10	-0.6	-11	-6	4
25	COc1ccc(NC(=O)C(C)N=C2NS(=O)(=O)c3ccccc32)cc1S(N)(=O)=O (stereo not drawn)	-2.6	3	0.3	-1	-1	0
26	COCCNC(=O)CSc1nc(-c2ccc(OC)c(OC)c2)cc(C(F)(F)F)n1	2.2	-1	-0.2	4	0	2
27	COc1ccc(CC(=O)OCC(=O)c2ccc(F)cc2)cc1	-0.2	3	-0.3	-6	-1	-6
28	CCOC(=O)c1ccc(N2CN(CC)CNC2=S)cc1	-1.6	-16	2.6	-13	1	-2
29	Cc1ccc(S(=O)(=O)NCc2ccncc2)c(C)c1C	-2.8	-3	2.1	6	1	0
30	CCc1ccccc1N1C(=O)CC(N2CCc3ccccc32)C1=O (stereo not drawn)	1.7	14	-2.1	3	-5	-3

No.	phage Ecoli inh	SUMO Mot1 rescue	PKA-R1A activ	Tat transport	AddAB inh
16	1.8	-17	-2	1	0.2
17	0.1	·	-1	0	·
18	2.7	11	-9	-1	2.0
19	4.5	·	-7	-3	0.3
20	1.9	-25	-4	-2	6.4
21	1.7	-12	-6	19	-0.2
22	0.4	-14	-12	7	0.1
23	1.4	-2	-2	2	1.4
24	-1.3	-5	-10	5	0.5
25	-0.9	10	-8	-6	-2.3
26	1.4	5	0	-1	2.5
27	2.3	57	-10	8	-1.0
28	1.7	18	-6	6	-2.9
29	3.4	5	-4	1	-2.6
30	2.8	8	10	3	2.6

Whole records, looked up by structure:
Shown for COc1cccc(/C=C/C(=O)OCC(=O)c2c[nH]c3ccccc23)c1OC → E coli growth = -0.3; HTR5A inv ctr = -25; CDK5 inh = 2.0; PKA-R2B act = -2; HTR5A ag = -1; DAGLB inhibitor = -6; phage Ecoli inh = 3.2; SUMO Mot1 rescue = -6; PKA-R1A activ = -5; Tat transport = -15; AddAB inh = 4.9
Shown for COCCNC(=O)CSc1nc(-c2ccc(OC)c(OC)c2)cc(C(F)(F)F)n1 → E coli growth = 2.2; HTR5A inv ctr = -1; CDK5 inh = -0.2; PKA-R2B act = 4; HTR5A ag = 0; DAGLB inhibitor = 2; phage Ecoli inh = 1.4; SUMO Mot1 rescue = 5; PKA-R1A activ = 0; Tat transport = -1; AddAB inh = 2.5

Other entries
No.	SMILES	E coli growth	HTR5A inv ctr	CDK5 inh	PKA-R2B act	HTR5A ag	DAGLB inhibitor
31	Cc1ccc(-n2nnnc2CSc2nnc(-c3ccc(O)cc3)o2)cc1	-0.9	0	1.8	-7	-4	0
32	CC(=O)c1sc(=S)n(-c2ccccc2)c1C	4.1	5	-3.6	1	1	2
33	COc1ccccc1CNC(=O)c1cc(S(=O)(=O)N2CCCCC2)c[nH]1	-1.1	-19	-9.0	-9	7	-1
34	COCCCNC(=S)Nc1ccc2c(c1)OCCO2	-0.2	8	-1.1	3	-3	1
35	CCOC(=O)CSCC(=O)Nc1ccc(S(=O)(=O)N2CCCCC2)cc1	-0.4	1	-1.1	0	1	-4
36	COc1ccccc1N1CCN(C(=O)c2cc(C)oc2C)CC1	0.8	-4	1.5	4	-1	-2
37	COc1ccc(-n2ccsc2=S)cc1	-1.4	9	2.7	-3	9	0
38	CCOc1ccc(NC(=O)CCS(=O)(=O)c2ccc(Br)cc2)cc1	-2.7	6	0.6	10	-2	1
39	COc1ccc(N2C(=O)CCC(C(C)=O)=C2C)cc1	1.8	14	-13	1	-6	2
40	CC(C)CNC(=O)c1cccc(NC(=O)Cc2ccc(Br)cc2)c1	2.4	21	-4.2	1	1	1
41	CCC(C(=O)NC(C)c1ccccc1)C(=O)NC(C)c1ccccc1 (stereo not drawn)	-0.9	21	0.7	0	-6	-3
42	C=CCNC(=S)N1CCC(C(=O)c2ccc(C)cc2)CC1	0.2	-11	-1.4	-3	3	-3
43	CC1CCCCC1NC(=O)COc1cccnc1[N+](=O)[O-] (stereo not drawn)	-1.4	6	1.3	5	-2	-2
44	CC(=NO)C1CCC2C3CCC4=CC(=NO)CCC4(C)C3C(O)CC12C (stereo not drawn)	·	12	1.0	-8	-3	1
45	COc1ccccc1N1CCN(c2ncnc3c2oc2ccccc23)CC1	1.8	20	-1.0	6	-8	-3

No.	phage Ecoli inh	SUMO Mot1 rescue	PKA-R1A activ	Tat transport	AddAB inh
31	2.8	-7	-1	-18	2.2
32	1.9	8	-11	3	0.8
33	-0.5	-8	-5	26	-1.5
34	-2.1	-6	-9	0	0.2
35	0.9	-5	-7	8	-0.2
36	1.3	30	-9	-3	-0.2
37	2.4	3	-3	1	0.4
38	-2.3	14	8	4	-2.1
39	-0.7	-2	7	20	0.6
40	2.8	0	-4	-2	3.6
41	-1.0	1	5	-5	-1.9
42	-1.2	10	4	-54	1.7
43	2.4	-16	5	-9	2.0
44	-1.9	·	-2	4	·
45	1.6	219	-11	-11	1.6

Other entries
No.	SMILES	E coli growth	HTR5A inv ctr	CDK5 inh	PKA-R2B act	HTR5A ag	DAGLB inhibitor
46	CCN1C(=O)c2ccc(C(=O)Nc3c(C)cc(C)cc3C)cc2C1=O	-1.2	15	-1.6	0	-4	-2
47	O=C(O)CCn1cc(/C=N/O)c(-c2cccc([N+](=O)[O-])c2)n1	-0.9	15	-0.3	2	-5	-1
48	CCOC(=O)c1csc(NC(=O)c2cc(OC)c(OC)c(OC)c2)n1	0.8	-20	0.1	-5	-6	-4
49	CCN(CC)c1ccc(C(=C2C=CC(=[N+](CC)CC)C=C2)c2ccc(N(CC)CC)cc2)cc1	·	50*	37	-54	-20	53*
50	O=c1cc(O)nc(SCc2ccccc2)[nH]1	-1.2	9	1.5	-1	-3	4

No.	phage Ecoli inh	SUMO Mot1 rescue	PKA-R1A activ	Tat transport	AddAB inh
46	-1.3	-5	-2	-4	0.3
47	3.1	-11	1	1	2.5
48	0.2	-6	7	5	2.3
49	-0.8	·	-58	51*	·
50	1.8	8	-12	2	-0.9
